# From PubChem
# PTPN22 inh 2 – inhibitors of human LYP (PTPN22) phosphatase; Q9Y2R2; recombinant LYP catalytic domain, DiFMUP fluorescence; inhibition, % at 2 µM; hit rate 0.21% among 96,000;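 active = inhibition at 2 µM at or above a set limit, the screen mean plus 3 SD, cut at about 24% in these data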;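 note: 0% = DMSO with enzyme and 100% = enzyme fully blocked by orthovanadate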
# Target sequence (Q9Y2R2 whole entry, looked up, the tested form may be a part): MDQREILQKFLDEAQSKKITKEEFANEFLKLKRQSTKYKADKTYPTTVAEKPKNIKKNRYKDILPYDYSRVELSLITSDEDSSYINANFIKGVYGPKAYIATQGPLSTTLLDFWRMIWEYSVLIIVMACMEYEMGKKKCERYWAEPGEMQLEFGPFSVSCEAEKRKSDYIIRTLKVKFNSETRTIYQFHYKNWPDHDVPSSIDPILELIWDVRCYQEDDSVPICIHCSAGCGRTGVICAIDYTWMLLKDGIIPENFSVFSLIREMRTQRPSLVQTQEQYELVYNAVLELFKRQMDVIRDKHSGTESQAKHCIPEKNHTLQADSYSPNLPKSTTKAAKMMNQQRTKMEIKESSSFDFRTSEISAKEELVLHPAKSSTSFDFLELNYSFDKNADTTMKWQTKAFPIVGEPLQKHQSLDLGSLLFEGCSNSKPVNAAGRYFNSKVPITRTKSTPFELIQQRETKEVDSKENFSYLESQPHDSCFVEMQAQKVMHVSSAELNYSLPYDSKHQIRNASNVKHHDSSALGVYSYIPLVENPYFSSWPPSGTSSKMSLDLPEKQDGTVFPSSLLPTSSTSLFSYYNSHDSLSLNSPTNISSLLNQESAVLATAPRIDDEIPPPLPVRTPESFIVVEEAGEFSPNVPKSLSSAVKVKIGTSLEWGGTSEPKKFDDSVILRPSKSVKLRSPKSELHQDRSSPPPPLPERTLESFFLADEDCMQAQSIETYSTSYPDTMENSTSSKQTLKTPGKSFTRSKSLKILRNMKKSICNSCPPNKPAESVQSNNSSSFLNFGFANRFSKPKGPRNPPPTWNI
# EphB4 antag – EphB4-ephrin-B2 interaction antagonism | P54760 | EphB4 LBD / TNYL-RAW-Alexa532 peptide, fluorescence polarization | inhibition, % at 7 µM | hit rate 0.15% among 97,000;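 active = inhibition above the screen-wide mean inhibition plus 3 SD, cut at about 15% in these data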;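 note: 0% = DMSO wells and 100% = excess unlabeled TNYL-RAW peptide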
# PLK1 PBD inh – inhibitors of human Plk1 polo box domain binding | P53350 | Plk1 PBD phosphopeptide binding, fluorescence polarization | inhibition, %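 (tested at about 20 µM)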 | hit rate 0.13% among 97,000; in the data active = inhibition above about 34%, passing the limit was not always enough
# HIV Rev-RRE inh – disrupts HIV-1 Rev binding to RRE RNA; P05866; Rev peptide-RRE RNA binding, FRET; inhibition, % at 8 µM; hit rate 0.79% among 97,000; AID 704;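 active = inhibition above the screen-wide mean plus 3 SD, cut at about 35% in these data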;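 note: 0% = median DMSO wells and 100% = median Neomycin B control wells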
# Target sequence (P05866 whole entry, looked up): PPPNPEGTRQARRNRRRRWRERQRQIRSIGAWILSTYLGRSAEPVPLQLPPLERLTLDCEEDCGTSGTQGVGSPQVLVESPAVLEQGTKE
#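 Test system: Cy5-tagged RRE RNA duplex with fluorescein-tagged Rev peptide | Read-out: % inhibition of FRET ratio versus controls | Probe or stimulus: Labelled Rev peptide | Incubation: 5 min RNA-compound premix plus 15 min binding step, 25 °C | Technique: FRET fluorescence readout | Benchmarks: DMSO low control, neomycin B high control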
# CYP2C9 activ – CYP2C9 (human) activation. P11712. recombinant CYP2C9, luciferin-H conversion, luminescence; hits give high values; factor 1 = untreated enzyme, 0 = blocked. activation factor at 5 µM. hit rate 1.4% among 96,000;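 active = activation factor of 2 or more for CYP2C9 at a 5 µM dose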;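 note: 0 = sulfaphenazole-blocked wells and 1 = vehicle-only wells; values of inactives mirror those of a sister screen read the other way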
# LYP act – LYP (human) phosphatase activation; Q9Y2R2; recombinant LYP, DiFMUP fluorescence; 0 = plate median, 100 = signal doubled; activation, % at 2 µM; hit rate 0.11% among 96,000;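 active = activation at 2 µM above a set limit, the mean plus 5 SD, cut at about 37% in these data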
# CYP2C9 inhib – human CYP2C9 inhibition; CYP2C9 Supersomes, luciferin-H conversion, luminescence; AID 777; hit rate 20% among 96,000; inhibition, % at 5 µM;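 active = blocking of liver enzyme CYP2C9 beyond about 50% at 5 µM, limit read from the data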; note: values of inactives mirror those of a sister screen read the other way
# Candida biofilm – kills Candida albicans biofilms. C. albicans biofilm + clotrimazole, Alamar Blue. inhibition, % at 6 µM. AID 834. hit rate 0.14% among 85,000;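 active = inhibition above 20%; inactive = inhibition below 20%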;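 note: preformed 24 hr biofilms exposed to compound for 48 hr; 0% = biofilm without compound and 100% = blank killed by clotrimazole plus chlorhexidine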
# PLK1 kinase inh – inhibitors of human PLK1 kinase. P53350. recombinant PLK1 kinase, TR-FRET peptide phosphorylation. hit rate 0.53% among 97,000. inhibition, % at 10 µM;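 active = inhibition of 50% or more in the single-concentration screen; inactive = inhibition below 50%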;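 note: 0% = DMSO max control and 100% = H-89 dihydrochloride min control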
# An asterisk follows results filed as active; . = not tested or not shown.
SMILES,PTPN22 inh 2,EphB4 antag,PLK1 PBD inh,HIV Rev-RRE inh,CYP2C9 activ,LYP act,CYP2C9 inhib,Candida biofilm,PLK1 kinase inh
CCn1c2ccccc2c2nnc(SCC(=O)c3ccccc3)nc21,3,5,-9,4,1,-3,-4,1,-12
C/C(Nc1cccc(F)c1)=C(/C#N)C(N)=O,4,-12,7,-1,0.3,0,68*,7,-2
COc1cc(C(=O)N2CCN(C/C=C/c3ccccc3)CC2)cc(OC)c1OC,-1,6,-17,8,.,2,.,1,-13
O=S(=O)(c1cccc2cccnc12)N1CCN(c2ccccc2)CC1,-3,2,5,0,2.8*,4,-178,1,-2
CC1Cc2nc(SCC(=O)Nc3ccc(F)cc3F)n(C)c(=O)c2S1 (stereo not drawn),0,1,-1,3,0.5,2,53*,6,-10
O=C(Cc1ncc(C(F)(F)F)cc1Cl)Nc1ccc(F)cc1,9,-1,1,5,0.9,-6,10,.,-4
Cc1cc(NC(=O)c2ccc(N3C(=O)CCC3=O)cc2)no1,16,4,2,11,1.1,-12,-11,-2,-2
CC(C)C(=O)Nc1nnc(CCc2nnc(NC(=O)C(C)C)s2)s1,-7,-8,8,7,.,10,.,6,0
Cc1cccc(C)c1NC(=O)CN(C)CC(=O)Nc1cc(Cl)ccc1C#N,0,-12,-19,4,0.5,3,46,6,-5
CN1CCN(/C=N/C2=C(C#N)C(c3ccccc3)C3=C(CC(C)(C)CC3=O)O2)CC1 (stereo not drawn),13,-5,4,-1,1,-9,1,7,-12
CC(C)OC(=O)CSc1nc2c(c(C3CC=CCC3)c1C#N)CCC2 (stereo not drawn),2,2,0,19,0.5,-2,48,-3,0
CCCN(CCC)C(=O)Cn1c(=O)n(CCCCC(=O)NC2CCCC2)c(=O)c2ccccc21,4,4,-27,7,0.5,-1,46,1,1
COc1cc(-c2nc(-c3ccc(NC(=O)c4ccc(Br)o4)cc3)no2)cc(OC)c1OC,0,-3,-21,-4,0.5,0,48,2,-7
COc1cccc(NC(=O)CSCc2n[nH]c(=O)[nH]2)c1,11,-5,10,2,1,-12,-3,8,-8
CCN(CC)C(=O)Sc1cccc2cccnc12,-2,3,3,1,0.9,1,15,2,2
COc1ccc(N2CCN(C(=O)COc3ccccc3)CC2)cc1,4,1,-22,-3,0.9,-4,9,11,2
COCC(C)NC(=O)NC1(C(F)(F)F)Oc2ccc(Cl)cc2O1 (stereo not drawn),-1,-3,17,0,0.8,2,16,4,-11
CCCN(Cc1cc2cc(C)ccc2[nH]c1=O)C(=O)c1cccc(OC)c1,3,3,3,5,0.4,-6,58*,9,-11
COC(=O)C1C2C=CC3(CN(Cc4cccs4)C(=O)C13)O2 (stereo not drawn),-3,-8,-16,4,1.1,7,-11,10,-4
O=C(Nc1ccc2c(c1)OCCO2)C1CCN(S(=O)(=O)c2cccc3nsnc23)CC1,-5,0,-16,0,0.8,3,23,0,0

# Structures above that bear a hit mark in CYP2C9 inhib.
Molecule	PTPN22 inh 2	EphB4 antag	PLK1 PBD inh	HIV Rev-RRE inh	CYP2C9 activ	LYP act	CYP2C9 inhib	PLK1 kinase inh
C/C(Nc1cccc(F)c1)=C(/C#N)C(N)=O	4	-12	7	-1	0.3	0	68*	-2
CC1Cc2nc(SCC(=O)Nc3ccc(F)cc3F)n(C)c(=O)c2S1 (stereo not drawn)	0	1	-1	3	0.5	2	53*	-10
CCCN(Cc1cc2cc(C)ccc2[nH]c1=O)C(=O)c1cccc(OC)c1	3	3	3	5	0.4	-6	58*	-11

# Next part.
SMILES,PTPN22 inh 2,EphB4 antag,PLK1 PBD inh,HIV Rev-RRE inh,CYP2C9 activ,LYP act,CYP2C9 inhib,Candida biofilm,PLK1 kinase inh
O=C(NCCCN1CCCC1=O)c1ccc(CNS(=O)(=O)c2ccc(F)cc2)cc1,6,-9,-1,0,1,-7,-5,1,-4
CCCCN(C(=O)NC(=O)Nc1ccccc1OC)S(C)(=O)=O,-3,3,16,2,0.7,0,34,9,-9
CC(C)(C)C(=O)c1cn(CC(=O)NCc2ccc3c(c2)OCO3)c2ccccc12,1,1,-18,12,0.5,0,50*,9,-2
COC(=O)C1=C(C)N=C2SCCC(=O)N2C1c1ccc(C(=O)OC)cc1 (stereo not drawn),2,6,-14,4,0.5,-3,55*,4,-9
CC1(NC(=O)c2cc(S(=O)(=O)N3CCCCC3)ccc2Cl)CCS(=O)(=O)C1 (stereo not drawn),-12,-6,-18,2,0.9,12,12,.,-10
COc1ccc(C(=O)SC2=NCCS2)cc1,-2,1,9,5,.,1,.,8,-9
CC1CN(Cc2nc3c(c(=O)n(C)c(=O)n3C)n2Cc2cccc(Cl)c2)CC(C)O1 (stereo not drawn),-1,0,-15,14,0.7,-2,28,.,-16
CC(C)Sc1n[nH]c2nc3c(c(=O)n12)C1(CCCC1)Cc1ccccc1-3,1,4,-20,6,0.7,4,28,.,-9
Cn1c(-c2ccc(Br)cc2)cnc1NCc1cccnc1,8,10,-1,0,0.8,-6,23,2,1
O=C(OCCN1C(=O)c2ccccc2C1=O)c1cc(=O)[nH]c2ccccc12,3,-6,-12,6,0.8,-5,20,7,-11
Fc1ccc(NC(=S)NCCc2ccccc2)c(F)c1F,-2,5,19,5,0.6,4,45,.,-20
O=C(CCCc1ccccc1)N1CCc2ccccc21,-3,2,25,5,0.4,0,59*,7,0
O=S(=O)(Nc1ccc2c(c1)nc1n2CCOC1)c1ccc(Cl)cc1,-4,-4,4,-2,0.3,4,73*,1,-6
Cc1ccsc1C(=O)OCC(=O)c1cc2ccccc2o1,2,-2,-6,6,1.3,-4,-30,3,-11
CCN(Cc1ccccc1)C(c1ccccn1)c1nnnn1C(C)(C)CC (stereo not drawn),3,4,-13,9,0.3,-5,71*,8,-7
Cc1csc2nc(CNS(=O)(=O)c3ccc4c(c3)CCCC4)cn12,11,8,-2,6,2*,-11,-103,9,1
Cc1nc2cc(O)ccc2n1C,0,6,-13,8,1.2,-1,-22,8,-11
COc1ccc(NC(=O)COC(=O)CCCc2c[nH]c3ccccc23)cc1,-10,3,9,3,0.2,12,81*,5,-12
COc1ccc(NCc2nnc(SCC(=O)c3ccc(OC)cc3)o2)cc1,-7,3,21,-1,2*,6,-101,2,3
O=S1(=O)CCN2C(=N1)SC1=C2CCN(Cc2ccccc2)C1,8,4,-4,5,1,-4,0,0,-7
Cc1nn(C)c(C(=O)NNC(=S)NCc2ccco2)c1Cl,-4,8,1,1,.,3,.,3,-16
COc1cc(NC(=O)C2CCCN(S(=O)(=O)c3cnc[nH]3)C2)cc(OC)c1 (stereo not drawn),0,-5,10,0,0.1,-2,88*,2,0
COc1cc(OC)cc(C(=O)N2CCN(C(=O)COc3ccc4ccccc4c3)CC2)c1,22,6,12,3,0.9,-19,5,2,-6
COc1c(C)cc(Br)cc1C(=O)Nc1ccc(N2CCN(S(C)(=O)=O)CC2)cc1,7,3,-4,2,1.7,-8,-72,6,-8
O=c1c2ccccc2sn1-c1ccc(S(=O)(=O)N2CCCC2)cc1,9,-3,3,2,0.2,-8,75*,.,-10
C(=N\n1cnnc1)/c1cn(-c2cccs2)nc1-c1ccccc1,-9,-4,-7,6,0.3,6,70*,5,-1
O=C(CSc1nnnn1-c1ccc2c(c1)CCC2)Nc1ccc2c(c1)OCCO2,6,-5,12,9,1,-5,1,3,-8
Cc1ccc(-c2noc(CCC(=O)Nc3cccc(C#N)c3)n2)cc1,2,0,3,18,0.6,-2,45,8,-7
Cc1ccc(/C=N/c2sc3c(c2C#N)CCC3)o1,-12,-5,1,0,0.8,14,23,12,-7
C=CCN1C(=O)CSc2ccc(C(=O)N3CCC(C)CC3)cc21,-6,3,-13,-2,1.1,9,-11,9,-14
Cc1cccc2c(SCC(=O)NCC3CCCO3)nc(-c3ccc(F)cc3)nc12 (stereo not drawn),3,-2,-10,3,0.5,1,48,.,-2
COC(=O)c1nnn(CC(=O)Nc2cccc(Cl)c2)c1C(=O)OC,10,5,3,-4,0.3,-10,70*,5,-6
Cc1cccc(C)c1NC(=O)CS(=O)CC(=O)NC1CCN(Cc2ccccc2)CC1 (stereo not drawn),1,5,-7,-1,1,0,4,7,-10
COc1ccccc1NC(=O)N1CCCC(c2nc3c(nnn3Cc3ccc(C)cc3)c(=O)[nH]2)C1 (stereo not drawn),11,8,-23,8,0.7,-11,27,6,-7
COc1ccc(C(OC(=O)c2ccco2)C(=O)NC2CCCCC2)cc1 (stereo not drawn),2,2,-5,3,.,-2,.,-4,-12
Clc1ccc(-c2nnc(-c3ccccc3)c(N3CCSCC3)n2)cc1,6,-1,11,8,0.8,-4,22,.,-19
COc1cc(CO)ccc1Oc1nnnn1-c1ccc(C(N)=O)cc1,15,-2,5,7,1.9,-16,-89,-1,-7
Cc1c(C(=O)N2CC(C)OC(C)C2)sc2nc(-c3ccc(F)cc3)cn12 (stereo not drawn),2,5,3,5,1.1,-1,-9,10,-11
O=C(Nc1ccccc1-c1nc2ccccc2s1)c1cccnc1Cl,8,4,31,-1,0.9,-5,12,.,-22
CCOC(=O)c1cnc2c(C(F)(F)F)cccc2c1N1CCOCC1,14,2,21,5,0.5,-11,50,6,-9
C/C(=C\C(=O)c1ccc(C)cc1)Nc1ccc(N2CCOCC2)cc1,0,10,-6,4,1,-2,-4,.,-14
CCNCCOC(c1ccccc1)c1ccccc1,3,3,3,-1,.,-2,.,6,1
NC(=O)c1c(N)sc(=S)n1-c1ccccc1,-7,-3,-18,4,1.1,6,-13,7,-10
CC1(C)Cc2c(C#N)c(N3CCN(C(=O)c4ccccc4)CC3)nc(-c3ccco3)c2CS1,8,4,3,16,.,-12,.,.,-7
O=C(COC(=O)C1=COCCO1)Nc1cccc(Oc2ccccc2)c1,6,3,9,4,0.8,-4,20,.,-14
Cc1sc(-n2c(C)cc(C=O)c2C)c(C(=O)O)c1C,-3,3,-1,5,0.9,2,8,1,-3
CCC(=O)Nc1ccccc1C(=O)OCC(=O)Nc1ccc(S(N)(=O)=O)cc1,-8,1,3,1,0.7,8,33,4,-8
CCn1c(CNC(=O)Cc2ccc(OC)cc2)nnc1SCC(=O)NC1CCCCC1,4,-1,5,4,0.7,-6,27,3,0
COc1cccc(N(C(=O)c2ccco2)C(C(=O)NC2CCCC2)c2ccc(N(C)C)cc2)c1 (stereo not drawn),-6,-4,37,-5,0.6,4,39,9,-11
Cc1cc(NC(=O)CSc2nnc(C3CC3)n2C)no1,9,-3,-10,7,1.2,-12,-16,0,-16
O=C(Nc1cccnc1)c1cc2c(ccc3ccccc32)o1,-2,0,-37,5,0.7,5,30,.,-16
CCCCCc1nc2sc3c(c2c(=O)n1N)CCC3,-3,5,35,1,.,-2,.,6,-6
CCOC(=O)c1ccc(NC(=O)c2ccc3c(c2)OCO3)cc1,4,2,17,-2,1,-4,0,4,-15
COc1ccc(CCn2c(C)cc(C(=O)CSc3nnnn3-c3ccccc3)c2C)cc1,8,4,9,8,2.4*,-8,-140,-2,-9
O=C(c1cccs1)N1CCc2c([nH]c3ccccc23)C1c1ccc(Cl)cc1 (stereo not drawn),2,-6,13,9,0.5,2,51*,.,-3
CCOC(=O)C1=C(c2ccccc2)NC(SCC)=C(C#N)C1c1cccnc1 (stereo not drawn),-1,-3,16,11,0.3,7,70*,.,-8
CN(C)CCNC(=O)Nc1ccc(Cl)c(Cl)c1,-3,6,-2,4,0.8,7,22,.,-5
